# Assay outcomes (PubChem BioAssay)
# XiGFP reactiv: X-chromosome reactivation activator. XiGFP mouse fibroblasts, % GFP-positive cells imaging, 3 d; cells co-treated with 5-aza-dC sensitizer; scaled so ellipticine positive control = 100%. activation, % at 7.58 µM. hit rate 0.055% among 360,000;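 active = mean normalized replicate activation at least 10% and every replicate at or above 10%; inconclusive = only one of the two criteria met; inactive = mean below 10% and not all replicates reach 10%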;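 note: 0% = median of on-plate neutral control wells and 100% = ellipticine 6 µM median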
#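 System: 68-5-11 XiGFP fibroblast line | Buffer or medium: DMEM containing 5-aza-dC | Compound: Single point | Times: Compounds 3 days, fix/stain 15 min at room temperature | Benchmarks: Positive control ellipticine, 6 µM final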
# LGR2 antag: blocks bursicon-induced cAMP signaling via Drosophila LGR2; HEK293 LGR2, CRE-luciferase, bursicon-stimulated, 4 h; inhibition, % at 9.99 µM; hit rate 0.35% among 380,000; AID 720647;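 active = drop in luminescence signal, shown as inhibition above about 50% in the replicate tests, limit read from the data, passing the limit was not always enough; inconclusive = probably only some replicates passing the limit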;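 note: agonist challenge used bursicon conditioned medium at about half maximal strength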
# SIRT5 block: sirtuin-5 (human) deacylase inhibition; Q9NXA8; hit rate 1.1% among 330,000; inhibition, % at 15 µM; Purified SirT5, succinyl-peptide AMC, trypsin-coupled fluorescence; in the data active = inhibition above about 15%; inconclusive = no clear call, values can overlap the other calls
# Target sequence (Q9NXA8 whole entry, looked up): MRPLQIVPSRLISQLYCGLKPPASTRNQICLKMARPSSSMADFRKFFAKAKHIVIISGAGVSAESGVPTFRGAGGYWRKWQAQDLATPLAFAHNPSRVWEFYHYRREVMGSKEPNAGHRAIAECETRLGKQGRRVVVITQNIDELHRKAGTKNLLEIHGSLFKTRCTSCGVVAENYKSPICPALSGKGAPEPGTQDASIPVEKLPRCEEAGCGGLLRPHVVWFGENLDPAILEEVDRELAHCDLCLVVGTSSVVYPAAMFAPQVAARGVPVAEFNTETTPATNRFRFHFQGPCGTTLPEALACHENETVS
# C2C12 statin: protects C2C12 myotubes from simvastatin toxicity. ATP luminescence, 48 h; scaled: DMSO 0, geranylgeraniol control 100. rescue of ATP level, % at 7.49 µM. hit rate 0.78% among 330,000. AID 602340;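 active = mean ATP rescue above about 67%, or every replicate alone reaching that limit, limit read from the data, passing the limit was not always enough; inconclusive = no clear call, values can overlap the other calls; inactive = mean under the limit and some replicate under it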;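 note: myotubes were challenged with 10 µM simvastatin during compound exposure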
# S100A4 MyoIIA: S100A4-myosin IIA interaction inhibition; AID 652163; S100A4/TAMRA-MyoIIA peptide fluorescence polarization; inhibition, % at 10.7 µM; P26447; hit rate 0.14% among 360,000;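 active = mean inhibition of at least 70% across replicates, with every replicate also reaching that level; inconclusive = mean inhibition reaches 70% but some replicates fall short; inactive = mean inhibition below 70%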
# Target sequence (P26447 whole entry, looked up): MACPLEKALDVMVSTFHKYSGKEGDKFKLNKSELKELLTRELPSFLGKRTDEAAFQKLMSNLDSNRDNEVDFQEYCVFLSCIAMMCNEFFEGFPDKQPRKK
#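 System – human S100A4 monomer protein, biochemical binding assay · Buffer or medium – Calcium-containing HEPES buffer, pH 7.2 · Timing – 5 min between mix addition and reading · Also added – TAMRA-labelled myosin IIA heavy-chain peptide probe, 5 nM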
# ERAP1 inh: ERAP1 (human) enzyme inhibition; hit rate 0.15% among 340,000; AID 652197; recombinant ERAP1, Leu-AMC fluorescence, 60 min; Q9NZ08; inhibition, % at 10.7 µM;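 active = mean replicate inhibition of at least 30%, or all replicates individually reaching that 30% level; inactive = mean below 30% and not every replicate reaching it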;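 note: 0% = neutral control wells and 100% = L-leucinethiol positive control wells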
# PGC1a acetyl inh: PGC1a acetylation modulation, inhibitor mode | U2OS PGC1a acetylation, AlphaScreen anti-acetyl-lysine; with virally co-expressed GCN5 acetyltransferase | inhibition, % at 15.6 µM | hit rate 0.17% among 350,000 | AID 651687;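 active = every replicate shows inhibition of at least 40%; inconclusive = mean inhibition at least 40% but some replicate below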;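 note: 0% = neutral control wells and 100% = positive control wells; some results beyond the cut were filed as inactive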
# Cneo AK release: Cryptococcus neoformans lysis via adenylate kinase release | lysis activity, % at 15 µM | hit rate 0.2% among 360,000 | C. neoformans lysis, adenylate kinase release luminescence, 4 h; normalised: neutral wells 0, clomiphene wells 100 | AID 651654;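 active = mean lysis activity across replicates of at least 80%, whatever share of replicates individually reach that level; inactive = mean lysis activity below 80%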
#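 Schedule: static 4 h at 37 °C with compound, 1 h detection; system: C. neoformans cells; benchmarks: Clomiphene as positive control; buffer or medium: fresh YPD medium; measure: luminescence rise reflecting yeast cell lysis; measured by: luminescent adenylate kinase detection reagent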
# * hit, by the source's call; ? = inconclusive; nt = not tested or not shown; & = joins results of further samples. Some of the compounds tested, so the mix of outcomes need not match the whole.
structure | XiGFP reactiv | PGC1a acetyl inh | Cneo AK release | C2C12 statin | S100A4 MyoIIA | LGR2 antag | ERAP1 inh | SIRT5 block
O=C1Nc2ccccc2C1=Nc1ccc(-c2nnc3n2CCCCC3)cc1 | 0.0 | 4 | 0&-5 | 3&10 | -8 | -1&19 | 1 | nt
C=CCn1c(SCC(=O)c2[nH]c(C)c(C(=O)OCC)c2C)nc2scc(-c3ccc(OC)cc3)c2c1=O | 0.0 | nt | nt | nt | -4 | nt | 1 | 0
Cc1ccc(Cl)cc1N1CCN(C(c2cccnc2)c2nnnn2C2CCCCC2)CC1 (configuration not stated) | nt | -5 | -1 | -10 | nt | -19 | nt | nt
CC(=O)N1c2ccc(S(=O)(=O)NCCC(=O)NC3CCCC(C)C3C)cc2CC1C (configuration not stated) | -0.1 | 14 | 40 | -20 | -3 | -3 | 1 | 1
CCN(C(=O)c1c(N)cnn1C)c1ccccc1 | 0.0 | 2 | nt | nt | -6 | -3 | -3 | 2
C[C@@H]1CN([C@@H](C)CO)C(=O)c2cc(Br)cnc2O[C@@H]1CN(C)C(=O)C1CCC1 | -1.1 | 10 | nt | 18 | nt | 0 | nt | nt
O=C(CCC(=O)c1ccc(Cl)cc1)OCc1nc2ccsc2c(=O)[nH]1 | 0.1 | nt | -4 | 0 | 2 | -33 | -2 | 1
O=C(CNc1ccc(C(F)(F)F)cc1[N+](=O)[O-])OCC(=O)c1ccccc1 | nt | 13 | 1 | 9 | nt | -15 | nt | nt
Cc1cccc(N2CCN(C(=O)c3ccc4c(c3)OCCO4)CC2)c1C | 0.0 | -1 | 0 | -11 | -3 | -14 | 0 | -6
Cc1cccc(N(O)C(=O)Nc2cccc(Cl)c2)c1 | 0.4 | -2 | -3 | 6 | 8 | -41 | 0 | nt
O=C(O)c1cc(S(=O)(=O)Nc2ccc3cn[nH]c3c2)ccc1Cl | -0.1 | -2 | 1 | 19 | 10 | -4 | -3 | 2
CCCOc1c(Br)cc(C(=O)NCC)cc1OC | nt | -6 | 3 | -12 | nt | -12 | nt | nt
S=C(NCCCn1ccnc1)Nc1ccc(Cl)cc1Cl | 0.7 | nt | nt | nt | -1 | 13 | 3 | -5
C[C@@H]1CN([C@H](C)CO)C(=O)c2cc(NC(=O)Nc3ccc4c(c3)OCO4)ccc2O[C@H]1CN(C)C(=O)NC1CCCCC1 | -0.6 | -2 | 0 | 10 | -7 | -12 | 1 | -6
COc1ccc(C2=NOC(C)(c3nnc(-c4ccncc4)o3)C2)cc1 (configuration not stated) | 0.0 | nt | -2 | 3 | 5 | -6 | -4 | nt
Cc1ccc(NC(=O)C2CCN(S(=O)(=O)c3cccc4nonc34)CC2)cc1 | 0.3 | -7 | 2 | 10 | 0 | 13 | -3 | -2
NS(=O)(=O)c1ccc(N/N=C/c2ccccn2)c([N+](=O)[O-])c1 | -0.2 | nt | nt | nt | 0 | -9 | -1 | 2
COc1ccccc1NC(=O)CSc1nnc(C)n1Cc1ccccc1 | nt | -18 | -1 | 20 | 6 | 0 | -2 | -4
CC(C)C[C@H](NC(=O)N1CCn2c1nc1ccccc12)C(=O)NCc1ccccc1 | 0.1 | 1 | -2 | -2 | 7 | 5 | -1 | 2
O=C(CN(Cc1ccco1)C(=O)c1ccc(Cl)cc1)Nc1ccc(Cl)c(Cl)c1 | 0.1 | 11 | -6 | nt | nt | 1 | nt | nt
C[C@H]1CN([C@@H](C)CO)C(=O)c2cccc(NS(C)(=O)=O)c2O[C@H]1CN(C)Cc1ccc(Cl)c(Cl)c1 | 0.2 | 4 | 9 | 30 | 8 | 25 | 0 | -2
O=C(NCCCl)NNc1c(Cl)cc(Cl)cc1Cl | 0.0 | 10 | 0 | -4 | -2 | 4 | -1 | -6
CNc1ccccc1 | nt | -12 | 1 | 5 | -1 | 4 | 1 | nt
c1ccc(Cc2nnc3n2N=C(c2ccccc2)CS3)cc1 | 0.2 | 2 | nt | nt | -12 | -18 | -2 | 0
O=c1ccc(-c2ccccc2)nn1Cc1ccc(F)cc1 | 0.1 | nt | -5 | 7 | 2 | -10 | -3 | -6

# Next part:
structure | XiGFP reactiv | PGC1a acetyl inh | Cneo AK release | C2C12 statin | S100A4 MyoIIA | LGR2 antag | ERAP1 inh | SIRT5 block
Cc1ccc(N(CC(=O)NCc2ccc(F)cc2)C(=O)c2ccco2)cc1C | -0.1 | 6 | 1 | 13 | -3 | 8 | -2 | 0
Cc1ccc(S(=O)(=O)Nc2ccc3c(c2)C(=O)N([C@@H](C)CO)C[C@H](C)[C@@H](CN(C)S(=O)(=O)c2ccc(F)cc2)OCCCC[C@@H](C)O3)cc1 | -1.0 | -21 | nt | nt | -8 | -3 | 2 | 15
CC(=O)NC(c1ccc(F)c(F)c1)c1nc(-c2cc3ccccc3o2)cs1 (configuration not stated) | 0.2 | 0 | 0 | 14 | 0 | -19 | -7 | -2
CCOC(=O)c1c(NC(=O)CSc2nc3ccccc3s2)sc(C(C)=O)c1C | nt | nt | nt | nt | -4 | 14 | 7 | -1
N#C/C(=C\c1ccc([N+](=O)[O-])o1)c1nc2ccccc2[nH]1 | 62* | nt | nt | nt | 15 | 12 | 2 | -2
Cc1cc(C(=O)Nc2cccc3c2O[C@H](CN(C)Cc2ccc(Oc4ccccc4)cc2)[C@@H](C)CN([C@@H](C)CO)C3=O)n(C)n1 | 0.0 | -1 | -11 | -32 | nt | 0 | nt | 6
CC(CCN1C(N(C)C)=NC[C@@H]1C)c1ccccc1 (some centres not stated) | 0.0 | 0 | -1 | 1 | -3 | 11 | -3 | nt
C[C@@H]1CN([C@H](C)CO)C(=O)c2cccc(NS(=O)(=O)c3ccccc3)c2O[C@@H]1CN(C)Cc1ccc2c(c1)OCO2 | -0.2 | -9 | -2 | -7 | -10 | 15 | -1 | -1
O=C(NCc1ccccc1)Nc1cccn(Cc2ccccc2F)c1=O | 0.0 | -1 | -2 | nt | nt | 8 | nt | nt
Cc1ccc(S(=O)(=O)N2[C@H](CC(=O)c3cccs3)OC[C@@H]2C(C)C)cc1 | 0.5 | nt | nt | nt | -2 | 14 | -2 | nt
O=C(Cc1ccc2c(c1)OCCO2)Nc1cc(C(F)(F)F)ccc1N1CCOCC1 | 0.0 | nt | 0 | -39 | 1 | 6 | 1 | -4
C[C@@H]1CN([C@@H](C)CO)C(=O)c2cc(NS(C)(=O)=O)ccc2O[C@H]1CN(C)S(C)(=O)=O | 0.8 | -4 | 0 | 4 | 1 | 4 | -1 | -11
COc1ccc(N2C(=O)C(CC(=O)O)S/C2=N\N=C\c2cccs2)cc1 (configuration not stated) | 0.0 | nt | nt | nt | 0 | -1 | -2 | -1
CC1(C)Cc2c(sc3nc(N/N=C/c4ccccc4)[nH]c(=O)c23)CO1 | 0.0 | nt | nt | nt | -5 | 3 | 15 | -9
CCN(CC(=O)Nc1cccc(OC)c1)CC(=O)Nc1ccc(C)cc1Cl | 0.3 | 2 | nt | nt | -16 | 0 | -2 | -3
C[C@@H]1CN([C@@H](C)CO)C(=O)c2cc(NS(=O)(=O)c3ccc(Cl)cc3)ccc2O[C@@H]1CN(C)C(=O)Nc1ccc(C(F)(F)F)cc1 | -1.1 | -7 | nt | -3 | nt | 3 | nt | nt
C=CCn1cnnc1SCC(=O)N(C1CCCCC1)C1CCS(=O)(=O)C1 (configuration not stated) | 0.1 | 12 | nt | 8 | 8 | 1 | 3 | 0
C[C@@H]1CN([C@@H](C)CO)C(=O)Cc2cc(NC(=O)Nc3cccc4ccccc34)ccc2O[C@H]1CN(C)Cc1ccc(Oc2ccccc2)cc1 | -0.5 | -13 | 3 | ? | 0 | -5 | -2 | -4
CCOc1ccc(C(CC(=O)O)NC(=O)C(Sc2ccccc2)c2ccccc2)cc1 (configuration not stated) | 0.0 | -2 | 8 | nt | -2 | -12 | 1 | nt
CCNC(=O)C1(C)CCCN1C(=O)c1ccc2c(c1)OCO2 (configuration not stated) | 0.0 | 16 | 1 | -7 | 1 | 13 | 8 | 0
O=S(=O)(c1cccc(F)c1)N1CC[C@@H]2[C@H]1c1cc(-c3cccc(F)c3)ccc1N[C@@H]2CO | 0.1 | -18 | 0 | 4 | nt | 4 | nt | nt
Cc1ccc2cc(C)c3nnc(SCc4ccc(C(=O)O)cc4)n3c2c1C | 1.6 | 11 | nt | nt | 2 | -8 | nt | -1
CC(C)NCC(O)COCCOc1ccc(C(C)(C)C)cc1 (configuration not stated) | 0.1 | -2 | -2 | nt | nt | -11 | nt | nt

# An excerpt from above in order of count of non-hydrogen atoms, falling.
structure | XiGFP reactiv | PGC1a acetyl inh | Cneo AK release | C2C12 statin | S100A4 MyoIIA | LGR2 antag | ERAP1 inh | SIRT5 block
C[C@@H]1CN([C@@H](C)CO)C(=O)Cc2cc(NC(=O)Nc3cccc4ccccc34)ccc2O[C@H]1CN(C)Cc1ccc(Oc2ccccc2)cc1 | -0.5 | -13 | 3 | ? | 0 | -5 | -2 | -4
Cc1ccc(S(=O)(=O)Nc2ccc3c(c2)C(=O)N([C@@H](C)CO)C[C@H](C)[C@@H](CN(C)S(=O)(=O)c2ccc(F)cc2)OCCCC[C@@H](C)O3)cc1 | -1.0 | -21 | nt | nt | -8 | -3 | 2 | 15
Cc1cc(C(=O)Nc2cccc3c2O[C@H](CN(C)Cc2ccc(Oc4ccccc4)cc2)[C@@H](C)CN([C@@H](C)CO)C3=O)n(C)n1 | 0.0 | -1 | -11 | -32 | nt | 0 | nt | 6
C[C@@H]1CN([C@H](C)CO)C(=O)c2cccc(NS(=O)(=O)c3ccccc3)c2O[C@@H]1CN(C)Cc1ccc2c(c1)OCO2 | -0.2 | -9 | -2 | -7 | -10 | 15 | -1 | -1
O=S(=O)(c1cccc(F)c1)N1CC[C@@H]2[C@H]1c1cc(-c3cccc(F)c3)ccc1N[C@@H]2CO | 0.1 | -18 | 0 | 4 | nt | 4 | nt | nt
O=C(Cc1ccc2c(c1)OCCO2)Nc1cc(C(F)(F)F)ccc1N1CCOCC1 | 0.0 | nt | 0 | -39 | 1 | 6 | 1 | -4
CCOC(=O)c1c(NC(=O)CSc2nc3ccccc3s2)sc(C(C)=O)c1C | nt | nt | nt | nt | -4 | 14 | 7 | -1
CC(=O)NC(c1ccc(F)c(F)c1)c1nc(-c2cc3ccccc3o2)cs1 (configuration not stated) | 0.2 | 0 | 0 | 14 | 0 | -19 | -7 | -2
C=CCn1cnnc1SCC(=O)N(C1CCCCC1)C1CCS(=O)(=O)C1 (configuration not stated) | 0.1 | 12 | nt | 8 | 8 | 1 | 3 | 0
CC1(C)Cc2c(sc3nc(N/N=C/c4ccccc4)[nH]c(=O)c23)CO1 | 0.0 | nt | nt | nt | -5 | 3 | 15 | -9
CCNC(=O)C1(C)CCCN1C(=O)c1ccc2c(c1)OCO2 (configuration not stated) | 0.0 | 16 | 1 | -7 | 1 | 13 | 8 | 0
CC(CCN1C(N(C)C)=NC[C@@H]1C)c1ccccc1 (some centres not stated) | 0.0 | 0 | -1 | 1 | -3 | 11 | -3 | nt
